# hIAP block = blocks human intestinal alkaline phosphatase | 330,000 tested, 0.12% active | purified IAP, CDP-Star luminescence, 30 min | inhibition, % at 10 µM | P09923;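 active = inhibition reaching a set limit with compound at 10 µM in the primary screen, cut at about 35% in these data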;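 note: plate controls were DMSO wells with enzyme for no effect and no-enzyme buffer wells for full effect; values of inactives mirror those of a sister screen read the other way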
# Target sequence (P09923 whole entry, looked up): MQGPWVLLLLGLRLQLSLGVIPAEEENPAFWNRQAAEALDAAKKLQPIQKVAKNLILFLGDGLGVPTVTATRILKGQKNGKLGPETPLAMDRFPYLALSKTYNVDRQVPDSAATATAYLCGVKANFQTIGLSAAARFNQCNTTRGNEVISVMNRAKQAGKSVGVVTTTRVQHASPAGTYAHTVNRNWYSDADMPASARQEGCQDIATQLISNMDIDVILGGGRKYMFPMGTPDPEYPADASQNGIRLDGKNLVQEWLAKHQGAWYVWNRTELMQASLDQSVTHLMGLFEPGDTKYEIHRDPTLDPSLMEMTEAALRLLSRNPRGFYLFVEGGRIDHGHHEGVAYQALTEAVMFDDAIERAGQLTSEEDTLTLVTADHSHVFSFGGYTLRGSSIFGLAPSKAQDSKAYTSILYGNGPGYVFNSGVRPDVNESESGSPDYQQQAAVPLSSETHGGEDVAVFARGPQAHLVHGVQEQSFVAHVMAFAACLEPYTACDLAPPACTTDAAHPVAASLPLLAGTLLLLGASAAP
# MIN6 prolif = inducers of beta-cell replication in MIN6 cells. 330,000 tested, 0.29% active. AID 2380. MIN6 cells proliferation, ATPlite luminescence, 48 h; cells starved in 0.2% serum; 100% = growth in 10% serum. proliferation, % at 10 µM;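 active = compounds whose signal lies at least 3.5 SD above the mean of all wells on their plate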;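 note: 0% = DMSO-treated cells in low-serum medium and 100% = 10% serum control; some compounds called inactive have numbers as strong as hits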
# hIAP act = increases human intestinal alkaline phosphatase activity. activation factor at 10 µM. AID 2524. 330,000 tested, 0.16% active. P09923. purified human IAP, CDP-Star luminescence, 30 min; hits give high values; 1 = vehicle-only enzyme, 0 = enzyme-free background;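 active = activation factor of the enzyme at least 2-fold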; note: the source names both 10 and 20 µM as test concentration; values of inactives mirror those of a sister screen read the other way
# APOBEC3A inh = inhibitors of human APOBEC3A DNA deaminase | P31941 | recombinant A3A, FAM/TAMRA ssDNA deamination fluorescence | inhibition, % at 20 µM | 330,000 tested, 0.41% active;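 active = at least 40% inhibition at 20 µM here, with at most 30% in a related deaminase screen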;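 note: plate controls were A3A with DMSO for no effect and wells lacking A3A enzyme for full effect; some results filed as inactive read as strong as hits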
# SENP1 inh = inhibitors of human SENP1 SUMO protease catalytic domain. Q9P0U3. recombinant SENP1 catalytic domain, CyPet-SUMO1-YPet FRET cleavage. inhibition, % at 10 µM. 360,000 tested, 0.21% active. AID 624204;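 active = inhibition at least 30% at 10 µM, raw YFP signal under a set limit, fluorescence ratio 0.5 to 1.5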;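 note: 0% = enzyme with DMSO and 100% = no enzyme wells; some results filed as inactive read as strong as hits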
#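 Test system: hSENP1 catalytic domain, recombinant; Amount: 20 pM final SENP1 enzyme; Medium: Tris pH 8 buffer plus EDTA, NaCl, BME, BSA, NP40, catalase; Schedule: 50 min enzyme reaction, room temperature, light-protected; Technique: FRET fluorescence in CFP and YFP emission channels; Controls: no-enzyme wells low, DMSO-plus-enzyme wells high control.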
# mIAP act = increases mouse intestinal alkaline phosphatase activity. muIAP, CDP-Star luminescence, 30 min; hits give high values; 1 = vehicle-only enzyme signal, 0 = enzyme-free wells. activation factor at 10 µM. 330,000 tested, 0.24% active. AID 2805;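 active = activation factor of at least 2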; note: the source names both 10 and 20 µM as test concentration; values of inactives mirror those of a sister screen read the other way
#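 Assay system: mouse IAP enzyme / Compound: DMSO-dissolved test compounds / Timing: 30 min, room temperature / Measured by: luminescence from enzymatic CDP-Star hydrolysis / Control set: DMSO-only wells, enzyme-free buffer wells as negative control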
# A3G deaminase = inhibitors of human APOBEC3G DNA deaminase. Q9HC16. recombinant A3G, ssDNA deamination FAM/TAMRA fluorescence. inhibition, % at 20 µM. 330,000 tested, 0.28% active. AID 493012;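 active = inhibition of at least 40% at 20 µM, with no more than 30% in the related APOBEC3A deaminase screen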;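 note: plate controls were DMSO wells with A3G for no effect and wells lacking A3G enzyme for full effect; some compounds called inactive have numbers as strong as hits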
# Target sequence (Q9HC16 whole entry, looked up): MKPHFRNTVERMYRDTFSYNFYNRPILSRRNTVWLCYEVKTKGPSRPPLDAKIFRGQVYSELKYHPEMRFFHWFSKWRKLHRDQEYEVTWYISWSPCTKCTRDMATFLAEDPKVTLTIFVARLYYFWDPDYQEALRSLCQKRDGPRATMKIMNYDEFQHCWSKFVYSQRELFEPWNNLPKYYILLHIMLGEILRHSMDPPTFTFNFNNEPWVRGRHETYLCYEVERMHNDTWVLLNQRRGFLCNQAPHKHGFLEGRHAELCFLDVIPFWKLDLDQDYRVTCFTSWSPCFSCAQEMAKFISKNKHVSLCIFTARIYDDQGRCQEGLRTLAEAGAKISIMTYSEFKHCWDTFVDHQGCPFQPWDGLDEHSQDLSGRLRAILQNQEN
# NALP3 yeast inh = NALP3 inhibition in yeast; 330,000 tested, 0.39% active; inhibition, % at 10 µM; Yeast reconstituted NLRP3/ASC/caspase-1, beta-gal luminescence, 24 h;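 active = inhibition of 50% or more; inactive = inhibition below 50%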;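 note: plate controls were induced DMSO wells for no effect and uninduced yeast grown without galactose for full effect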
# mIAP inh = blocks mouse intestinal alkaline phosphatase; purified mouse IAP, CDP-Star luminescence, 30 min; 330,000 tested, 0.2% active; AID 2806; inhibition, % at 10 µM;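 active = inhibition of at least 40% at 10 µM in the primary screen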;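 note: plate controls were DMSO with enzyme for no effect and no enzyme wells for full effect; values of inactives mirror those of a sister screen read the other way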
# Active calls of the source: *. This is a subset; rates above refer to the full screens.
SMILES,hIAP block,MIN6 prolif,hIAP act,APOBEC3A inh,SENP1 inh,mIAP act,A3G deaminase,NALP3 yeast inh,mIAP inh
COCCCNC(=O)CCc1nc(-c2ccccc2)no1,18,-1,0.82,-1,4,0.98,0,12,2
COc1ccc(CCNC(=O)c2ccc(OC)c(OC)c2)cc1OC,-10,-2,1.1,2,0,1,3,-5,-5
CN1CCN(Cc2nc(Cc3cccc(F)c3)no2)CC1c1ccccc1 (stereo not given),-19,-2,1.2,-8,2,1,-9,12,-3
CCOc1ccc(NC(=O)CN(C)C(=O)CCCc2nc3ccccc3c(=O)[nH]2)cc1OCC,-4,-7,1,0,2,0.94,4,1,6
O=C(COC(=O)c1ccccc1Cl)Nc1cccnc1Cl,-12,-3,1.1,-1,3,0.96,-1,21,4
Cc1ccn2c(=O)nc(SCC(=O)N3CCN(c4ccccc4)CC3)nc2c1,3,-3,0.97,-3,-32,0.94,-6,8,6
O=C(COc1ccccc1)Nn1cnc2ccccc21,-14,2,1.1,4,-2,1.1,-5,-5,-11
Cc1sc2ncnc(Sc3ccccc3C(=O)Nc3ccc(Br)cc3)c2c1C,-21,0,1.2,5,-1,0.94,1,17,6
NC(=O)c1ccccc1NC(=O)Nc1cccc(Cl)c1,-2,2,1,-1,1,1,-2,11,-5
N#Cc1c(N)nc(SCc2ccccc2)c(C#N)c1-c1ccco1,-5,-4,1.1,-1,-19,0.86,-7,17,14
CC1CCN(C(=O)Oc2ccccc2)CC1,1,-2,0.99,2,-1,1.2,4,22,-16
COCc1cc(C)nc(N/N=C/c2ccc(Cl)c(Cl)c2)c1C#N,-1,-2,1,-1,1,0.99,-4,-15,1
Cc1ccccc1Oc1ccc(-c2nc(N)nc(N)n2)cc1,27,2,0.73,-2,0,0.95,-2,15,5
O=C(O)c1ccc(NC(=O)c2ccccc2NC(=O)c2ccccc2Br)cc1,-4,0,1,-2,3,1,-4,13,-2
COc1ccc(NC(=O)C(CCS(C)(=O)=O)NC(C)=O)cc1 (stereo not given),11,2,0.89,-6,4,0.97,-7,9,2
CC1CCCN(C(=O)c2cc3c(-c4ccc(Cl)cc4)nn(C)c3s2)C1 (stereo not given),-17,-2,1.2,6,3,1,-2,-6,-1
O=C(Nc1ccnn1C1CCN(C(=O)c2cc(Cl)ccc2F)CC1)C1CCOC1 (stereo not given),-12,-6,1.1,-2,-1,1,-1,16,-2
O=C(OCC(=O)N1CCN(C(=O)c2ccco2)CC1)c1sc2ccccc2c1Cl,-24,-1,1.2,2,1,1.1,-6,5,-6
CC(C)CCN1CCN(Cc2cn[nH]c2C2CCCCC2)CC1CCO (stereo not given),-2,-1,1,-3,-1,1.1,-6,-5,-6
COc1ccc(CN2CCOCCOCCOCCOCC2)cc1,6,-1,0.94,-1,-1,1,-2,14,-1
CNC(=O)COC(=O)/C=C/c1ccco1,4,-2,0.96,4,0,0.96,-11,14,4
Cc1cccc(NC(=O)C2CCCN(S(=O)(=O)c3ccc4c(c3)oc(=O)n4C)C2)c1 (stereo not given),-12,-2,1.1,-4,3,1.1,-7,12,-9
Cc1cc(NC(=O)CSc2cn(CCNC(=O)c3ccc(F)cc3)c3ccccc23)no1,-7,-2,1.1,-3,3,0.96,-7,8,4
Fc1ccc(C2CC(c3ccco3)=NN2c2ccccc2)cc1 (stereo not given),-1,-5,1,-1,-78,1.1,0,15,-5
OC(C#Cc1ccccn1)c1cccs1 (stereo not given),-11,-6,1.1,-2,-30,0.95,-8,20,5
O=S(=O)(c1ccc(OCC(O)CNC23CC4CC(CC(C4)C2)C3)c(Cl)c1)N1CCOCC1 (stereo not given),8,-7,0.92,-2,-2,0.91,-4,-10,9
Clc1ccc(CNC2CCN(Cc3ccccc3)CC2)cc1,-18,-4,1.2,-7,0,1,6,37,-1
CNC(=O)COc1ncnc2sc(C)c(C)c12,-7,0,1.1,-2,0,1.1,-7,2,-10
O=C(Nc1ccccc1C(=O)NCCc1ccccc1)c1ccco1,-15,-1,1.1,1,0,0.97,-1,21,3
O=C(O)CCCC(=O)Nc1nc(-c2ccccc2)cs1,-18,2,1.2,-1,3,1,-3,2,-1
CCCCCCCCCC(=O)N/N=C/c1ccc(C)s1,11,-5,0.89,1,1,0.85,-9,-1,15
CCOC(=O)C1=C(C)NC2=C(C(=O)CC(C)(C)C2)C1c1cccc(C)n1 (stereo not given),-11,5,1.1,-3,-79,1.1,1,-12,-6
CC(C)C(NC(=O)c1ccc(F)cc1)C(=O)OCC(=O)N1CC(=O)Nc2ccccc21 (stereo not given),17,0,0.83,-2,-1,1.1,-2,11,-8
N#Cc1ccc(CSc2nnc(-c3ccncc3)o2)cc1,-9,1,1.1,0,-1,1,0,2,-4
O=C(CSc1nnc(-c2cccc(F)c2)o1)N1CCOCC1,18,3,0.82,0,1,1,-14,6,0
COc1ccc(CC(=O)Nc2ccc(C(=O)Nc3ccccc3C(=O)O)cc2)cc1OC,-5,-3,1.1,-3,1,1,-11,4,-5
O=C(COC(=O)/C=C/c1ccccc1Cl)NCc1ccco1,3,0,0.97,6,1,0.98,-1,-10,2
Cn1c(=O)[nH]c(=O)c2c1nc(N1CCCCCC1)n2CCSc1nc2ccccc2o1,0,-1,1,0,6,1.1,0,-12,-11
COc1cc(NC(=O)c2ccco2)c(C(=O)OCC(=O)Nc2ncc(Cl)cc2Cl)cc1OC,-14,-1,1.1,6,0,1,-4,12,-4
CCn1cc(Br)c(C(=O)Nc2ccc(Cl)cc2Cl)n1,-7,6,1.1,2,2,0.92,-3,19,8
CC(=O)OC/C=C(\C)CCC=C(C)C,6,1,0.94,0,4,0.93,14,2,7
COC(=O)c1ccc(Cn2nc(C)c([N+](=O)[O-])c2C)o1,1,-4,0.99,-4,2,1.1,-9,11,-14
CC(c1ccncn1)N(C)C(=O)c1ccc2oc(Cc3ccccc3)nc2c1 (stereo not given),-20,-1,1.2,-2,0,1,-6,27,-4
CC1CN(C(C)C)C(C)CC1OC(=O)c1ccccc1 (stereo not given),-3,0,1,-6,1,1.1,-4,23,-9
CC(C)(C)N1CCC1CN (stereo not given),-9,-3,1.1,-1,2,1.1,-4,0,-7
N#Cc1ccccc1NC(=O)COC(=O)CCc1ccc(S(=O)(=O)N2CCCCC2)cc1,0,-3,1,1,2,1,-2,15,-4
CCN(CC)CCCNC(=O)c1[nH]c(C)c(C(=O)NC2CCCCC2)c1C,6,1,0.94,-2,1,1,-4,-4,-2
COc1ccccc1CC(=O)Nc1ccc2c(c1)C(=O)NC2=O,12,-2,0.88,1,1,1,-5,15,0
COc1ccccc1C(=O)NC(=O)COC(=O)CN1C(=O)NC2(CCCCC2C)C1=O (stereo not given),-6,2,1.1,4,-1,0.97,-8,18,3
COCc1cc(C)nc(SCC[N+](C)(C)CC(=O)c2ccccc2)c1C#N,-18,-2,1.2,4,-4,1.2,9,24,-21
O=C(OC1CCOC1=O)C1CCN(S(=O)(=O)c2ccc(Cl)c(C(F)(F)F)c2)CC1 (stereo not given),-21,-5,1.2,0,1,0.98,-7,28,2
CC(=O)c1c(C)[nH]c(C(=O)Nc2ccc(C)c(C)c2)c1C,9,-2,0.91,-1,0,1.1,-4,13,-9
COc1ccc(-n2c(C)cc(/C=C3\C(=O)NN(c4ccccc4)C3=O)c2C)cc1,10,-2,0.9,-2,1,0.94,-4,31,6
Cc1cc(C)n(CCCNC(=O)c2ccc(C)c(S(=O)(=O)N3CCOCC3)c2)n1,-5,4,1.1,-2,0,0.96,-4,10,4
CCOC(=O)c1c(C2COc3ccccc3O2)csc1NC(=O)c1ccccc1 (stereo not given),8,-3,0.92,-2,2,0.93,-5,-3,7
CCOc1ccc(S(=O)(=O)N(C)CC(=O)NCc2ccc3c(c2)OCO3)cc1,-2,2,1,1,4,0.96,-4,3,4
Nc1cc(=O)[nH]c(SCC(=O)N2CCCC2)n1,3,-4,0.97,-3,1,1,-6,19,-4
Cc1nc(NC(=O)COc2ccccc2)sc1C(=O)Nc1ccccc1,6,0,0.94,3,0,1,2,27,-4
Cc1ccc(SCc2c(C(=O)N/N=C/C3CC=CCC3)nnn2-c2nonc2N)cc1 (stereo not given),-11,-1,1.1,-5,1,0.94,-9,13,6
COc1ccc(Cn2ccnc2SCC(=O)NC2CCCC2)cc1,-13,-1,1.1,0,-5,0.91,0,17,9

# New compounds follow
SMILES,hIAP block,MIN6 prolif,hIAP act,APOBEC3A inh,SENP1 inh,mIAP act,A3G deaminase,NALP3 yeast inh,mIAP inh
COc1ccc(CNC(=O)COC(=O)/C=C/c2ccco2)cc1,3,-1,0.97,9,3,1,6,10,-1
CC1CN(C(=O)c2cc3ccccc3oc2=O)CC(C)O1 (stereo not given),-11,-4,1.1,1,-2,1,3,5,-3
COc1cccc(-c2ncc3ccccc3c2COC(=O)CCC(=O)O)c1,-6,-3,1.1,-4,1,0.94,-9,15,6
COc1ccc(NC(=O)c2ccco2)cc1NC(=O)COc1ccccc1,-13,-1,1.1,1,0,1,-1,22,-4
C/C(=N\N=C(/N)SC1CC(=O)N(c2ccc(Cl)cc2)C1=O)c1cccs1 (stereo not given),-22,-3,1.2,-3,2,1.2,-6,9,-17
Cc1c(NS(=O)(=O)c2ccccc2F)c(=O)n(-c2ccccc2)n1C,-16,-1,1.2,-5,0,0.91,1,11,9
COc1ccc(CNC(=O)C2CCCN2S(=O)(=O)c2ccc(C)cc2)cc1 (stereo not given),7,-2,0.93,0,3,0.99,-6,8,1
COc1ccc(CCNS(=O)(=O)c2ccc(C3CNC(=O)C3)cc2)cc1OC (stereo not given),-4,-1,1,1,1,0.99,-4,11,0
OCCN1CCN(C(=S)Nc2ccc(Oc3ccccc3)cc2)CC1,-22,-3,1.2,2,1,1.1,-4,1,-7
Cc1ccc(S(=O)(=O)NC(C)(C)CN2CCCCC2)cc1,10,-1,0.9,-2,0,0.94,-5,16,6
Nc1nnc(CC(=O)N/N=C\c2ccc(-c3cccc(Cl)c3)o2)s1,5,0,0.95,-5,-5,0.85,-5,7,15
CC(=O)c1c(C)[nH]c(-c2ccccc2)c1C,-4,1,1,0,3,1,-6,32,-1
Cc1ccc(N2CC(C(=O)NCc3cccnc3)CC2=O)cc1 (stereo not given),-21,0,1.2,0,0,0.97,-1,12,3
CN1/C(=N\O)c2cccc3cccc1c23,0,-5,1,2,6,1,-3,6,-1

# Complete entries, quoted from the list.
# Shown for `COc1ccc(CCNS(=O)(=O)c2ccc(C3CNC(=O)C3)cc2)cc1OC` (stereo not given) : hIAP block = -4; MIN6 prolif = -1; hIAP act = 1; APOBEC3A inh = 1; SENP1 inh = 1; mIAP act = 0.99; A3G deaminase = -4; NALP3 yeast inh = 11; mIAP inh = 0
# Shown for `OCCN1CCN(C(=S)Nc2ccc(Oc3ccccc3)cc2)CC1` : hIAP block = -22; MIN6 prolif = -3; hIAP act = 1.2; APOBEC3A inh = 2; SENP1 inh = 1; mIAP act = 1.1; A3G deaminase = -4; NALP3 yeast inh = 1; mIAP inh = -7

# High-throughput results: PubChem BioAssay, Sanford-Burnham Center for Chemical Genomics
